# Screens: PubChem BioAssay, The Scripps Research Institute Molecular Screening Center
# UHRF1 binding – UHRF1 methyl-DNA binding inhibition | UHRF1 binding to methylated oligo, TR-FRET | Q96T88 | inhibition, % at 4.4 µM | 370,000 tested, 0.75% active; in the data active = inhibition above about 21%;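 note: UHRF1 SRA domain binding a hemimethylated CpG hairpin DNA probe; 0% = median of test compound wells and 100% = reference inhibitor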
# Target sequence (Q96T88 whole entry, looked up, the tested form may be a part): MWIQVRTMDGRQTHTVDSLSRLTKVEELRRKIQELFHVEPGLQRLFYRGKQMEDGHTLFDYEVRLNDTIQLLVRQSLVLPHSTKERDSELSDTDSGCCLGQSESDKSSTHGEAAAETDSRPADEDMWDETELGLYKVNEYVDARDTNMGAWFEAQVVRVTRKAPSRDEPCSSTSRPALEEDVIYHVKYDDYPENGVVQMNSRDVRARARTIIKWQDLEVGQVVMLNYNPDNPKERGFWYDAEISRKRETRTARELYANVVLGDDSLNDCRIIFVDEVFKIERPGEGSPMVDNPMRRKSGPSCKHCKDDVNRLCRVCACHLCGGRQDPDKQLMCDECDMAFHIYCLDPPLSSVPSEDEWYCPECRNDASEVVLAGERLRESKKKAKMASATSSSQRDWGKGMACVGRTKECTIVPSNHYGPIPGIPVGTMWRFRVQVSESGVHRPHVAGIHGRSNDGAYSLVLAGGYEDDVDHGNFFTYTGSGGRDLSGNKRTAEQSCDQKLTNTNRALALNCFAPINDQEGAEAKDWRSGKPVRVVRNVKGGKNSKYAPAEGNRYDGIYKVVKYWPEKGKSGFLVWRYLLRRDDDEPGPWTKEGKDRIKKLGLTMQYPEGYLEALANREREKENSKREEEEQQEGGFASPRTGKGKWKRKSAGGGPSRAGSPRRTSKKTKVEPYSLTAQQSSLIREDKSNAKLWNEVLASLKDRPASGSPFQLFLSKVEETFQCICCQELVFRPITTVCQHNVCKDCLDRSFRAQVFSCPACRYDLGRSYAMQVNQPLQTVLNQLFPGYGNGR
# PRMT1 inh – blocks human protein arginine methyltransferase 1; recombinant PRMT1, activity-based probe fluorescence polarization; 370,000 tested, 1.3% active; Q99873; inhibition, % at 2.79 µM;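 active = inhibition above about 21% made by adding two undisclosed values, limit read from the data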
# proKLK7 act – activators of human kallikrein-7 zymogen | P49862 | purified proKLK7, EDANS-DABCYL substrate fluorescence; 100% is mature enzyme control, 0% vehicle | activation, % at 7 µM | 370,000 tested, 0.9% active | AID 652039;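 active = activation above the mean of all tested compounds plus 3 SD, computed per campaign excluding outliers beyond control limits, cut at about 13% in these data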
# Target sequence (P49862 whole entry, looked up): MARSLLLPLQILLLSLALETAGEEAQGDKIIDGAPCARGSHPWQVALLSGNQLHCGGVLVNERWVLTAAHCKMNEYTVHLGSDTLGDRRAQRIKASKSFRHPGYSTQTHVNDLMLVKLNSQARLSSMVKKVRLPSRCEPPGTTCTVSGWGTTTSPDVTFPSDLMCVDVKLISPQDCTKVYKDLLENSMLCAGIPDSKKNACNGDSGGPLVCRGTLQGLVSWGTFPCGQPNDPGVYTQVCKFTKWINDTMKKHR
# LEDGF integ inh – blocks HIV-1 LEDGF/p75-dependent DNA integration. TR-FRET IN-LEDGF/p75 DNA integration, Eu/Cy5. inhibition, % at 3.7 µM. 370,000 tested, 0.64% active. AID 743269;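 active = inhibition above the screen-wide mean plus 3 SD, cut at about 13% in these data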;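 note: signal is the Cy5 over europium emission ratio at 671 and 618 nm; 0% = plate median of compound wells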
# MBD2 inh – blocks human MBD2 binding to methylated DNA; Q9UBB5; TR-FRET, MBD2 binding to methylated oligonucleotide; inhibition, % at 4.4 µM; 370,000 tested, 0.31% active; in the data active = inhibition above about 13%
# Tn6 DDE FP – DD(E)-Tn6 binding inhibition, primary FP screen | 370,000 tested, 0.21% active | P02675 | Fibrin DD(E) TRITC-Tn6 fluorescence polarization displacement | inhibition, % at 8.3 µM;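 active = inhibition above a per-campaign cutoff: mean of compounds within control limits plus 3 SD, cut at about 15% in these data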;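 note: 0% = median of all compound wells on the plate and 100% = blocking peptide control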
# SIAE inh – human SIAE inhibition, primary screen. SIAE FP-Rh probe binding, fluorescence polarization. inhibition, % at 9.66 µM. 370,000 tested, 0.69% active. AID 1053197;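 active = inhibition above a cutoff: mean of compounds within the control limits plus 3 SD of those, cut at about 17% in these data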;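 note: 0% = plate median of compound wells and 100% = probe without SIAE protein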
# TDP2 absorb – blocks human TDP2 phosphodiesterase activity. O95551. recombinant TDP2, T5PNP hydrolysis, p-nitrophenol absorbance 415 nm. inhibition, % at 12.8 µM. 370,000 tested, 0.34% active. AID 720702;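 active = inhibition above the mean of all tested compounds plus 3 SD, set per campaign, cut at about 25% in these data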;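 note: 0% = DMSO with enzyme and 100% = buffer with substrate but no TDP2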
#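 Assay system: Recombinant human TDP2 | Quantity: 120 nM TDP2 per well | Incubation: 2 h at 37 °C | Signal: Epi absorbance | Evaluation: Percent inhibition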
# TCR CD3 inh – blocks the human TCR-CD3 interaction. TAMRA-labeled TCR probe fluorescence, biochemical. inhibition, % at 9.4 µM. 360,000 tested, 0.37% active; in the data active = inhibition above about 19%;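 note: recombinant mutant TCR 2C K166C tagged with TAMRA read by polarization; 0% = receptor in buffer alone and 100% = receptor with positive control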
# Tn7 DDE FP – DD(E)-Tn7 binding inhibition, primary FP screen; FP displacement of FITC-Tn7 peptide from fibrin DD(E); 0% = median of compound wells per plate; inhibition, % at 8.3 µM; 370,000 tested, 0.13% active; AID 720508;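 active = inhibition above the mean of compounds falling within the control limits plus 3 SD of them, cut at about 14% in these data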;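 note: 0% = plate median of compound wells and 100% = 10 µM Aha-Tn7 peptide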
#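 assay system = human clot-derived fibrin DD(E) complex | quantity = Fibrin-DD(E) at 2 µM final | timing = 10 min preincubation, 3 h with tracer, room temperature | signal = fluorescence polarization | measure = percent inhibition | benchmarks = high control wells with 10 µM unlabelled Aha-Tn7 peptide (full inhibition) | replicates = singlicate testing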
# Starred values were filed as active, the others as inactive. Rows are unselected; overall some 4.6% were active at least once.
UHRF1 binding,PRMT1 inh,proKLK7 act,LEDGF integ inh,MBD2 inh,Tn6 DDE FP,SIAE inh,TDP2 absorb,TCR CD3 inh,Tn7 DDE FP,SMILES
-3,-1,0.4,1,2,-6,-2,6,-6,3,CC(=O)c1c(O)c2ccccc2n(C)c1=O
0,1,-0.3,-4,2,2,0,-7,-3,4,CCCOc1ccc(C(=O)Nc2ccc(N3CCOCC3)cc2N2CCOCC2)cc1OCC
1,5,-0.6,1,1,0,-21,7,3,-6,CN(C)S(=O)(=O)c1cccc(NC(=O)c2ccccc2OCc2ccc(F)cc2)c1
0,-1,1.6,0,-1,-9,4,-1,-3,-2,Cc1ccc(Nc2nc(CSc3nnc(-c4cccs4)o3)cs2)cc1
0,7,-0.1,2,8,4,6,-1,-5,-2,COc1cc(CCNC(=O)c2cnn3ccccc23)cc(OC)c1OC
-2,0,0.4,-3,1,-4,8,0,-3,1,CC1=C(C(=O)NC2CCCCC2C)C2(CCC(C)CC2)OC1=O (stereo unspecified)
-4,-9,17*,4,-7,-2,7,13,6,2,CCCc1cc(NCCCO)n2c(nc3ccccc32)c1C#N
2,-2,-0.6,2,4,6,13,9,6,7,COc1cc(C(=O)NC(=S)NC(C)C)cc(OC)c1OC
1,1,-1.9,-1,-2,4,-1,1,2,0,O=C(Cc1ccccc1)Nc1nc2ccccc2[nH]1
0,1,-0.1,-1,4,-6,-3,-3,-2,-2,CSc1nc(N)nc2c1ncn2C1OC(CO)C(O)C1O (stereo unspecified)
0,0,-0.5,-1,1,6,-5,8,3,-5,Cc1ccc(/C=N/NC(=O)Cn2nccc2C)o1
0,5,-0.4,0,-1,-3,2,-2,4,-8,CCCCC(c1nnnn1C(C)C)N1CCN(C(=O)c2ccco2)CC1 (stereo unspecified)
0,-1,0.2,6,0,-5,-4,5,-2,-1,NC(=O)c1nsc(C(=O)N(CC(=O)NC2CCCC2)c2ccc(F)c(Cl)c2)c1N
-1,4,-0.1,-4,-2,0,-4,4,-7,-7,COc1ccc(S(=O)(=O)N2CCN(Cc3cccc(F)c3)CC2)cc1
7,-1,-0.5,-1,0,4,5,5,10,7,O=S(=O)(Nc1ccccc1N1CCCCC1)c1ccccc1
-2,-5,0.6,8,1,8,13,-8,10,0,C=C1CCC[C@]2(C)C[C@H]3OC(=O)C(CN(C)CC(OC)OC)[C@H]3CC12 (stereo partly specified)
-2,-2,0.4,4,1,-1,6,-12,6,-3,CSc1ccccc1N1CCN(C(=O)Nc2ccc3c(c2)NC(=O)CO3)CC1
2,1,0.1,-2,-1,-7,-3,1,3,8,O=C(Nc1nc2ccccc2[nH]1)c1ccc(F)c(S(=O)(=O)N2CCOCC2)c1
2,6,-0.1,-2,5,2,-3,14,-2,1,COc1ccc(CN2CCN(C(=O)c3ccccc3F)CC2)c(OC)c1OC
5,4,0.1,4,1,3,9,-2,-2,1,Cc1ccc(C(=O)CSc2nnc(COc3cc(C)cc(C)c3)o2)cc1
0,-1,1.1,-2,-2,-1,-3,3,-2,1,O=C(C(Cc1ccccc1)n1cccc1)N1CCN(C2CCCCC2)CC1 (stereo unspecified)
0,-3,0.1,-1,6,4,-4,4,4,5,CCOc1ccc(-c2cc(CCCC(=O)Nc3cccc(OC)c3)no2)cc1
0,4,0.2,-8,-3,6,1,-5,-3,0,COc1ccc(NC(=O)NCc2ccccc2F)cc1OC
-3,13,0.1,2,-7,-8,4,-5,11,-13,Nc1c(Cl)ncnc1N/N=C/c1ccncc1
4,0,-0.1,-3,5,2,0,-9,-8,8,Cc1cccc(Cn2c(NCCO)nc3c2c(=O)n(C)c(=O)n3C)c1

# Of the compounds above, 4 have an aryl thioether with sulfur outside any ring.
UHRF1 binding,PRMT1 inh,proKLK7 act,LEDGF integ inh,MBD2 inh,Tn6 DDE FP,SIAE inh,TDP2 absorb,TCR CD3 inh,Tn7 DDE FP,SMILES
0,-1,1.6,0,-1,-9,4,-1,-3,-2,Cc1ccc(Nc2nc(CSc3nnc(-c4cccs4)o3)cs2)cc1
0,1,-0.1,-1,4,-6,-3,-3,-2,-2,CSc1nc(N)nc2c1ncn2C1OC(CO)C(O)C1O (stereo unspecified)
-2,-2,0.4,4,1,-1,6,-12,6,-3,CSc1ccccc1N1CCN(C(=O)Nc2ccc3c(c2)NC(=O)CO3)CC1
5,4,0.1,4,1,3,9,-2,-2,1,Cc1ccc(C(=O)CSc2nnc(COc3cc(C)cc(C)c3)o2)cc1

# Remaining list, next part:
UHRF1 binding,PRMT1 inh,proKLK7 act,LEDGF integ inh,MBD2 inh,Tn6 DDE FP,SIAE inh,TDP2 absorb,TCR CD3 inh,Tn7 DDE FP,SMILES
-1,-3,0.4,-1,-2,-3,5,-1,0,-4,Cc1ccccc1C1=CC(=O)CC(C)(C)C1=O
-1,2,0.3,-1,1,2,0,16,3,6,Cc1nc2ccccc2n1CC(=O)NC(C)C1CC2CCC1C2 (stereo unspecified)
0,4,-0.8,-4,1,3,6,-8,-5,5,Cc1cccc(C)c1-n1nnnc1C1c2ccccc2C(=O)N1CCc1ccccc1F (stereo unspecified)
0,-1,0.9,1,2,-3,0,-1,2,0,C[C@@H]1CN([C@H](C)CO)C(=O)c2c(c3ccccc3n2C)-c2ccccc2CO[C@H]1CN(C)Cc1ccc(Oc2ccccc2)cc1
-1,-6,-0.3,0,0,5,-7,-4,10,3,CCn1c(SCC(N)=O)nc2cc(S(=O)(=O)N3CCOCC3)ccc21
-5,15,0.2,2,-2,7,1,0,-6,6,CC1CCCN(c2nc3ccccc3nc2C(C#N)S(=O)(=O)c2ccccc2)C1 (stereo unspecified)
2,1,-0.1,-3,5,-4,-5,9,-2,10,COc1cc2c(cc1NC(=O)COCC(=O)O)oc1ccccc12
-1,-2,0.1,7,0,2,2,-1,9,2,COc1cc(COCC(O)CN2C(C)CCCC2C)cc(OC)c1OC (stereo unspecified)
8,0,0.5,-4,6,4,-3,-1,-6,2,COc1ccc(C(CNC(=O)c2cccnc2SC)N2CCOCC2)cc1 (stereo unspecified)
0,-5,0.0,3,-5,-1,-1,8,7,2,CCCCc1cc(=O)oc2cc(OCC(=O)NC3CCN(Cc4ccccc4)CC3)ccc12
1,3,-0.8,1,-2,1,0,8,-4,7,CC(C)CNc1ncnc2c1ncn2[C@H]1CN(CCc2ccccc2)C[C@@H](CO)O1
0,2,-0.1,-7,-2,-7,-3,15,0,7,CS(=O)(=O)N1CCN(C(=O)Cc2ccc(Br)cc2)CC1
0,0,0.3,2,-1,-2,-1,-8,8,1,O=C(Nc1ccc(N2CCOCC2)cc1)c1cccc(S(=O)(=O)N2CCCCC2)c1
-2,2,0.6,3,-3,-9,-7,12,-8,-4,COc1ccc(/C=C2\SC(=S)N(CC(=O)OCC(=O)Nc3cc(Cl)cc(Cl)c3)C2=O)cc1
0,-1,0.8,4,1,-5,6,15,-2,0,Cc1ccc(C(C)C)c(OCCCn2ccnc2C)c1
-5,2,0.1,-5,-3,3,11,0,3,1,O=C1C2CCCCC2C(=O)N1c1ccc(NC2CCN(Cc3ccccc3)CC2)c([N+](=O)[O-])c1 (stereo unspecified)
-1,-3,-0.4,-2,1,-5,2,5,5,-8,CCCCOC(=O)Cn1c2ccc(OC)cc2c2nc3ccccc3nc21
-1,2,0.7,-4,2,0,3,4,2,7,C=CCONC(=O)Cc1ccccc1
-2,-2,-0.2,-2,4,1,-4,-10,8,-3,CC(=O)Nc1ccccc1OCCOc1ccc(Br)cc1
3,1,0.0,0,3,-2,-2,13,3,10,COc1cc(CNC2CCCCCCC2)cc(Cl)c1OCC(N)=O
1,0,2.3,-4,4,-7,3,1,2,6,O=C(NC1CCCCC1)N(CCN1CCOCC1)Cc1cc2cc3c(cc2[nH]c1=O)OCCO3
-1,2,-0.1,0,-3,6,2,0,2,3,COc1ccc(C(=O)N2CCc3[nH]nc(-c4ccccc4)c3C2)cc1
0,0,0.1,-2,0,3,5,3,5,7,CCNC(=O)c1cccc(S(=O)(=O)N2CCCCCC2)c1
1,8,-0.3,-2,-3,7,8,-15,-3,1,CCCOc1ccc(C2=CSC3=NCCN23)cc1Cl
1,0,-0.4,1,2,-6,68*,-18,8,1,O=C(Nc1ccc2c(c1)OCO2)c1cc2ncc(Br)cn2n1
1,2,-0.1,-5,3,0,1,7,-6,6,O=C(NNC(=O)c1ccc(Br)s1)c1cccc(Cl)c1
2,1,-0.2,-3,0,0,1,3,6,3,Cc1c(NC(=O)COC(=O)c2cc(-c3cccc4ccccc34)nc3ccccc23)c(=O)n(-c2ccccc2)n1C
-1,2,0.7,-1,3,4,-1,-5,-1,-7,c1ccc(CCc2nn3c(Cn4cnc5ccccc54)nnc3s2)cc1
-4,-4,-0.2,0,-1,-4,8,0,-4,-2,COc1cccc(OC)c1C(=O)N=c1sc2cc(S(C)(=O)=O)ccc2n1C
3,5,-2.4,2,-2,-1,2,-15,-3,3,COC(=O)c1[nH]c2cc(C)ccc2c1NC(=O)CN1CCCc2ccccc21
-3,4,1.0,3,-2,-8,-15,6,5,1,O=C(O)c1ccc(N/N=C/c2cc3ccccc3nc2Cl)cc1
6,4,-0.2,-2,0,-13,-1,-7,3,1,COc1cc(NC(=O)COc2ccc(-n3ccnc3)cc2)cc(OC)c1
-2,2,0.3,1,-6,-4,12,-2,0,-3,COc1c(N)c2ccccc2[nH]c1=O
-1,0,0.2,-2,0,6,0,7,2,-3,CC(=O)N1CCC(N(CCN2CCOCC2)C(=S)Nc2ccccc2C)CC1
2,2,-0.4,-6,4,1,-3,-8,2,3,O=C(C(=O)N1CCCc2ccccc21)c1cn(CC(=O)N2CCOCC2)c2ccccc12
-1,-1,-0.8,-3,1,3,4,7,-1,0,COc1ccc2c3n([n+]([O-])c2c1)CCN=C3c1ccc(Cl)cc1
-4,-1,0.5,-4,-5,4,-3,-2,8,0,COc1ccc(CNC(=O)CCCCCNc2nc(=S)[nH]c3ccccc23)cc1
0,0,0.1,-1,3,3,2,-13,4,-1,CS(=O)(=O)N(CC(=O)Nc1ccc2c(c1)OCO2)Cc1ccc(Cl)cc1
3,0,-0.1,-5,4,4,-2,-7,-6,7,CCOc1ccc(C(C)NC(=O)C2CCC2)cc1 (stereo unspecified)
1,-3,0.4,9,-2,-4,0,6,2,-4,COc1ccc(NC(=O)CN(C)C(=O)c2ccc3c(c2)NC(=O)CS3)cc1
-4,-2,-0.3,0,-2,-3,3,-12,1,-1,COC(=O)/C=C(\C)N=Nc1c(O)[nH]c2ccccc12
-12,6,0.2,1,-7,4,14,7,-2,2,Cc1ccc(-n2nc(C)c3c2OC(N)=C(C#N)C3c2ccco2)cc1 (stereo unspecified)
-2,-1,-6.4,1,-1,-5,2,-5,8,-6,COc1cc(/C=N/NC(=O)CCC(=O)Nc2ccc(C)cc2)ccc1O

# Another view of some results above.
# Value order: UHRF1 binding, PRMT1 inh, proKLK7 act, LEDGF integ inh, MBD2 inh, Tn6 DDE FP, SIAE inh, TDP2 absorb, TCR CD3 inh, Tn7 DDE FP
c1ccc(CCc2nn3c(Cn4cnc5ccccc54)nnc3s2)cc1
→ -1, 2, 0.7, -1, 3, 4, -1, -5, -1, -7
COC(=O)c1[nH]c2cc(C)ccc2c1NC(=O)CN1CCCc2ccccc21
→ 3, 5, -2.4, 2, -2, -1, 2, -15, -3, 3
